S3 lipid droplet = qHTS Assay for Lipid Storage Modulators in Drosophila S3 Cells. Potency in µM for hits, for the others lipid storage change, negative = inhibition, % at the top dose, mostly 46.1 µM. AID 2685. 320,000 tested, 0.64% active. Drosophila S3 cells, BODIPY lipid droplet fluorescence, 18-24 h; cells fed with added oleic acid; active means well fitted inhibition curve with a large enough effect in the signal ratio, with a control signal flat, not every such curve was filed as active; inconclusive means small, poorly fitted or top-dose-only effect, or effect the other way, or a change in a side signal; the % refers to the signal ratio
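Drosophila S3 cells loaded with oleic acid (400 uM, as added) and compounds at several concentrations; lipid droplets imaged by 488-nm laser-scanning cytometry, 500–530 nm intensity and object ratio to cell channel. Percent activity normalized to 20 uM Triacsin C.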
S3 lipid droplet cell count max = also measured in S3 lipid droplet; calls as there; cell number change, %; measured here: cell count max response;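 cells counted by Cell Tracker Red CMTPX staining in the red channel; peak over a dose series mostly up to 46.1 µM; percent activity relative to internal control wells on each plate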
Numbers without * were called inactive; i = inactive; ? = inconclusive; . = not tested or not shown; [ ] = remark or other dose. On the % scale 0 is the no-effect control and ±100 the full control effect; potency means the concentration at half of the fitted maximal effect.

SMILES	S3 lipid droplet	S3 lipid droplet cell count max
O=C(Cc1ccc(Cl)cc1)Nc1ncc([N+](=O)[O-])s1	?	.
Oc1cc(-c2ccncc2)cc2cccnc12	21%	16
Cc1cccc(NC(=O)NN2CCN(C)CC2)c1C	23%	7
CC(C)(C)Cn1c(=O)[nH]c(=O)c2cc([N+](=O)[O-])cnc21	-1%	-11
CC(C)OC(=O)c1cc2c(ccn2-c2ccc(F)cc2)n1CC(=O)N1CCN(C(=O)c2ccco2)CC1	?	.
NS(=O)(=O)c1ccc(CNC(=O)Cc2ccccc2[N+](=O)[O-])cc1	?	.
O=C1CC(SC(=Nc2ccccc2)Nc2ccccc2)C(=O)N1c1ccc(Cl)cc1 (centres undefined)	-11%	3
CSC(=Nc1ccccc1)C(C#N)c1nc2ccccc2[nH]1 (centres undefined)	?	.
COc1ccc(/C(C)=N/NC(=O)CNC(=O)c2ccncc2)c(OC)c1	?	.
Cc1ccc(NC(=O)Cc2nnc(SCC(=O)NC3CCCC3)n2C)c(C)c1	?	.
CC(=O)Nc1cccc(C(=O)Nc2ccccc2C(=O)O)c1	i	.
CCN1C(=O)/C(=C/C=C2\C=CN(CC)c3ccccc32)SC1=S	?	.
CCOc1ccc(NC(=O)c2ccc3c(SCC(=O)O)c4c(nc3c2)CCCC4)cc1	?	.
CN(C)S(=O)(=O)c1ccc(C(=O)OCCCN=C2NS(=O)(=O)c3ccccc32)cc1	?	.
Cc1ccc(C(=O)N2CCc3ccccc32)cc1[N+](=O)[O-]	?	.
N#CC1=C(N)OC2=C(C(=O)CCC2)C1c1cc2c(cc1Br)OCO2 (centres undefined)	10%	13
Cc1ccc(C(=O)OCC(=O)Nc2ccc3c(c2)OCO3)c(O)c1	21%	0
CCOc1ccc(/C=N/NC2=NCCCCC2)cc1	3%	9
Cc1cc(C)c(C(=O)N2CCCC(N3CCN(c4cccc(C(F)(F)F)c4)CC3)C2)o1 (centres undefined)	i	-2
Clc1nccnc1-c1ccccc1	8%	0
Cc1cc2ccccc2n1CCNCc1c(C(=O)N2CCOCC2)nc2ccccn12	9%	10
COc1ccc(CCNC(=O)C2CCN(S(=O)(=O)c3ccc(OC)c(OC)c3)CC2)cc1OC	11%	11
COc1ccc(N2CCN(CC(=O)Nc3ccc(C)cc3)CC2)cc1	8%	-2
COc1cc([N+](=O)[O-])cc(/C=N/NC(=O)CSc2nnc(-c3ccccc3)n2C)c1O	?	.
CCCOC(=O)CC1C(=O)NCCN1Cc1ccc(F)cc1 (centres undefined)	-8%	6

The results go on:
SMILES	S3 lipid droplet	S3 lipid droplet cell count max
COC(=O)c1ccccc1NC(=O)C(C)Oc1ccccc1 (centres undefined)	1%	5
CSCCC(NC(=O)c1ccc(Cl)cc1)C(=O)OCC(=O)Nc1cc(Cl)ccc1C#N (centres undefined)	?	.
COc1ccc(CN2CCC(n3nccc3NC(=O)CCc3ccccc3)CC2)c(C)c1C	-23%	-2
CC(C)CC(=O)Nc1ccc(C(=O)COC(=O)CN2C(=O)NC3(CCCCC3C)C2=O)cc1 (centres undefined)	?	.
CCCc1n[nH]c2c1/C(=N/O)CC(c1ccccc1)C2 (centres undefined)	?	.
CC1CCN(C(C(=O)O)c2ccccc2)CC1 (centres undefined)	14%	0
O=C(O)c1ccc(NC(=O)c2ccccc2NC(=O)c2cccc(Br)c2)cc1	?	.
CC(=O)Nc1ccc(NC(=O)CSc2nnc(-c3cc4ccccc4o3)n2C)cc1	?	.
CC(=O)c1ccc(OCc2cc(C(=O)N3CCC[C@H]3CO)no2)cc1	?	.
CCOc1ccc(S(=O)(=O)N2CCN(C(=O)CCC(=O)N3CCOCC3)CC2)cc1	?	.
O=C(Nn1cnnc1)C(Sc1ccccc1)c1ccccc1 (centres undefined)	?	.
CCOc1ccc(N(CC(=O)NCc2ccccc2OC)S(C)(=O)=O)cc1	8%	-9
CN(C)/C=C/C(=O)c1ccc(F)cc1	?	.
COc1ccccc1C(=O)C1CCCN(C(=O)CCC(=O)c2ccccc2)C1 (centres undefined)	-7%	2
CCc1ccc(-c2nc(SCC(=O)NC3CCS(=O)(=O)C3)n[nH]2)cc1 (centres undefined)	?	.
CN(C1CCS(=O)(=O)C1)S(=O)(=O)c1ccc(C2CCCCC2)cc1 (centres undefined)	11%	8
CCOC(=O)/C(C#N)=C/c1cn(CCC(=O)O)nc1-c1ccc(Cl)cc1	3%	4
O=C(NC12CC3CC(CC(C3)C1)C2)N(Cc1ccccc1)Cc1ccncc1	?	.
CN(c1ccccc1)S(=O)(=O)c1ccc(C(=O)NNC(=O)c2ccccc2F)cc1	?	.
CS(=O)(=O)N(CC(=O)NCCSc1ccccc1)c1ccc2c(c1)OCO2	i	14
CCOC(=O)C1CCN(S(=O)(=O)c2ccc(OC)c(Cl)c2)CC1	1%	8
Cc1cc2c(cc1C)CSC(c1ccc3ccccc3c1O)SC2	i	.
O=C(COC(=O)c1nc(-c2ccccc2)n(-c2cccc(C(F)(F)F)c2)n1)NCc1cccs1	?	.
O=C(Nc1ccc(N2CCOCC2)cc1)c1cc2ccccc2o1	?	.
COc1ccc(N2CCN(C(=S)Nc3ccccc3OC)CC2)cc1	?	.

(more compounds)
SMILES	S3 lipid droplet	S3 lipid droplet cell count max
Cc1cc(=O)[nH]c(N2CCOCC2)n1	-30%	20
COC(=O)c1ccc(N2C(=O)CC(NCc3ccccc3)C2=O)cc1 (centres undefined)	?	.
Cc1nc2c(C#N)c(C)[nH]n2c(=O)c1Cc1ccccc1	-2%	-1
COc1cc(/C=C/C(=O)OCC(=O)NCCc2ccccc2)ccc1OC(F)F	?	.
O=c1c(Cc2ccccc2O)c(O)nc2n1CCCS2	7%	-3
CCOc1ccc2cc(C#N)c(SCC(=O)N3CCC(C)CC3)nc2c1	?	.
COc1cccc(COC(=O)c2ccc3c(=O)n4c(nc3c2)CCC4)c1OC	?	.
CCN(CC)S(=O)(=O)c1ccc(NN=C2CCN(C(C)C)CC2)c([N+](=O)[O-])c1	-6%	1
CCOC(=O)N1CCN(C(=O)c2ccc3c(=O)n(CCc4ccccc4)c(=S)[nH]c3c2)CC1	-36%	-14
CCN1C(=O)c2cccc3c(NC(=O)c4cccc(N5C(=O)CCC5=O)c4)ccc1c23	?	.
CC1CCc2nc3ccccc3c(C(=O)OCC(=O)N(C)C3CCS(=O)(=O)C3)c2C1 (centres undefined)	21%	14
O=C(c1cc(-c2ccc(Cl)cc2)n[nH]1)N1CCc2ccccc2C1	?	.
O=C(Cc1ccccc1)NCC(=O)OCC(=O)c1cccc([N+](=O)[O-])c1	0%	9
CCN(Cc1ccccc1)C(=O)C1CCN(c2ncnc3c2nc2n3CCCCC2)CC1	?	.
CCOCCCNC(=O)/C(C#N)=C/c1cc(OC)c(O)c([N+](=O)[O-])c1	-5%[9.22 µM]	12
CCCN(C(=O)c1ccc(-n2cncn2)c([N+](=O)[O-])c1)C1CCS(=O)(=O)C1 (centres undefined)	?	.
Cc1ccc(CNC(=O)c2c(-c3ccccc3Cl)noc2C)cc1	?	.
Cc1nc(NC(=O)c2ccc3c(c2)OCO3)ccc1Br	?	.
CC(C)OCCCN1CN(S(=O)(=O)c2cccc(Cl)c2)c2nc3ccccc3nc21	8%	1
O=C(NCc1ccco1)NCC(F)(F)F	?	.
Cc1cccc(OCCNc2ccc([N+](=O)[O-])cn2)c1	0%	28
CC(=O)c1cccc(N(C(=O)CNC(=O)c2ccco2)C(C(=O)NCC2CCCO2)c2ccccc2)c1 (centres undefined)	?	.
O=C(CSc1ncn[nH]1)Nc1nc(-c2ccccc2)ns1	?	.
Nn1c(SCC(=O)N2CCOCC2)nnc1-c1cccnc1	12%	-25
CCn1ncc(C2=NOC(C(=O)Nc3cnn(C45CC6CC(CC(C6)C4)C5)c3)C2)c1C (centres undefined)	7%	4

Later entries.
SMILES	S3 lipid droplet	S3 lipid droplet cell count max
O=C1NC(=S)N/C1=C/c1cc([N+](=O)[O-])ccc1N1CCOCC1	-6%	-2
CCOC(=O)C1CCN(S(=O)(=O)c2ccc3oc(=O)ccc3c2)CC1	?	.
CCc1ccccc1NC(=O)c1nnn(CC(=O)Nc2cccc(C)c2)c1N	?	.
Cc1oc2ccc(O)cc2c1C(=O)c1ccccc1	?	.
CCC1(C)Cc2ccccc2-c2nc3n(c(=O)c21)CC(C(=O)O)S3 (centres undefined)	?	.
CC(=O)N(C1=C(N)C(=O)c2ccccc2C1=O)c1ccccc1	-22%	-29
Cc1ccc(O)c(CP(=O)(c2ccccc2)c2ccccc2)c1	?	.
COCCCNC(=O)c1cn(CC(C)C)c(=O)c2c1c1ccccc1n2C	?	.
c1ccc(COC2CCCN(Cc3nc(-c4cnccn4)no3)C2)nc1 (centres undefined)	-6%	4
O=C(Oc1ccc2c(-c3ccccc3)cc(=O)oc2c1)c1cccs1	-5%	-15
COc1cccc(N2C(=NC(=O)C3CCCCC3)SC3CS(=O)(=O)CC32)c1 (centres undefined)	i	-5
O=C(O)c1cccc2c3c([nH]c12)CCCC3	-7%	23
COC(=O)Nc1ccc(S(=O)(=O)n2cnc3ccccc32)cc1	?	.
CN(C)C(=O)C[n+]1ccc(C(N)=O)cc1	13%	-2
CC(=O)NC(=S)Nc1ccc(NC(=O)c2cccs2)cc1	?	.
COc1ccc(-c2nc(SCC(=O)N3CCOCC3)n[nH]2)cc1	?	.
O=C(NCCc1cnccn1)C1CCC(=O)N(Cc2ccc(Cl)cc2)C1 (centres undefined)	?	.
COc1ccc(NC(=O)c2cc3c(s2)CCC(C)C3)cc1S(=O)(=O)N1CCOCC1 (centres undefined)	?	.
COc1ccc2cc(C(=O)N3CCN(c4ccccc4F)CC3)[nH]c2c1	2%	-18
O=C(NCCN1CCOCC1)c1ccc(CSCc2cccc(Cl)c2)o1	2%	6
CCOC(=O)C1CCN(C(=O)C(=O)c2cn(CC(=O)N3CCCCCC3)c3ccccc23)CC1	?	.
COC(=O)C1CCN(S(=O)(=O)c2c(C)n(C)c(=O)n(C)c2=O)CC1	?	.
CCOc1ccccc1/C=N/Nc1nc2ccccc2o1	?	.
Cc1[nH]c(=O)[nH]c1C(=O)CCCCC(=O)OCC(=O)Nc1ccccn1	-4%	-7

Record cards, from the list above.
`COC(=O)C1CCN(S(=O)(=O)c2c(C)n(C)c(=O)n(C)c2=O)CC1` in the list: S3 lipid droplet = ?; S3 lipid droplet cell count max = .
`CN(C)C(=O)C[n+]1ccc(C(N)=O)cc1` in the list: S3 lipid droplet = 13%; S3 lipid droplet cell count max = -2
`COC(=O)Nc1ccc(S(=O)(=O)n2cnc3ccccc32)cc1` in the list: S3 lipid droplet = ?; S3 lipid droplet cell count max = .

Entries above containing an aryl methoxy group (16):
SMILES	S3 lipid droplet	S3 lipid droplet cell count max
COc1ccc(/C(C)=N/NC(=O)CNC(=O)c2ccncc2)c(OC)c1	?	.
COc1ccc(CCNC(=O)C2CCN(S(=O)(=O)c3ccc(OC)c(OC)c3)CC2)cc1OC	11%	11
COc1ccc(N2CCN(CC(=O)Nc3ccc(C)cc3)CC2)cc1	8%	-2
COc1cc([N+](=O)[O-])cc(/C=N/NC(=O)CSc2nnc(-c3ccccc3)n2C)c1O	?	.
COc1ccc(CN2CCC(n3nccc3NC(=O)CCc3ccccc3)CC2)c(C)c1C	-23%	-2
CCOc1ccc(N(CC(=O)NCc2ccccc2OC)S(C)(=O)=O)cc1	8%	-9
COc1ccccc1C(=O)C1CCCN(C(=O)CCC(=O)c2ccccc2)C1 (centres undefined)	-7%	2
CCOC(=O)C1CCN(S(=O)(=O)c2ccc(OC)c(Cl)c2)CC1	1%	8
COc1ccc(N2CCN(C(=S)Nc3ccccc3OC)CC2)cc1	?	.
COc1cc(/C=C/C(=O)OCC(=O)NCCc2ccccc2)ccc1OC(F)F	?	.
COc1cccc(COC(=O)c2ccc3c(=O)n4c(nc3c2)CCC4)c1OC	?	.
CCOCCCNC(=O)/C(C#N)=C/c1cc(OC)c(O)c([N+](=O)[O-])c1	-5%[9.22 µM]	12
COc1cccc(N2C(=NC(=O)C3CCCCC3)SC3CS(=O)(=O)CC32)c1 (centres undefined)	i	-5
COc1ccc(-c2nc(SCC(=O)N3CCOCC3)n[nH]2)cc1	?	.
COc1ccc(NC(=O)c2cc3c(s2)CCC(C)C3)cc1S(=O)(=O)N1CCOCC1 (centres undefined)	?	.
COc1ccc2cc(C(=O)N3CCN(c4ccccc4F)CC3)[nH]c2c1	2%	-18

A portion of the library (hit frequency here may not be typical).
